Source: PubChem
SIAE primary – human SIAE inhibition, primary screen | 370,000 compounds, 0.69% hits | Q9HAT2 | SIAE FP-Rh probe binding, fluorescence polarization | inhibition, % at 9.66 µM;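 active = inhibition above a cutoff: mean of compounds within the control limits plus 3 SD of those, cut at about 17% in these data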;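 also: 0% = plate median of compound wells and 100% = probe without SIAE protein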
PRMT1 FP inh – inhibitors of human PRMT1. Q99873. recombinant PRMT1, activity-based probe fluorescence polarization. inhibition, % at 2.79 µM. 370,000 compounds, 1.3% hits. AID 652257;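 active = inhibition above about 21% made by adding two undisclosed values, limit read from the data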
rCAG RNA binder – r(CAG) repeat RNA binding | 370,000 compounds, 1.3% hits | inhibition, % at 3 µM | TO-PRO-1 dye displacement fluorescence;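 active = inhibition above the plate cutoff, the mean of all test compounds on that plate plus 3 SD, cut at about 35% in these data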;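 also: 0% = DMSO alone and 100% = 100 µM mitoxantrone as full dye displacement; higher means more dye released from RNA so lower well fluorescence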
TCR CD3 inh – blocks the human TCR-CD3 interaction; TAMRA-labeled TCR probe fluorescence, biochemical; inhibition, % at 9.4 µM; 360,000 compounds, 0.37% hits; AID 651800; in the data active = inhibition above about 19%;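 also: recombinant mutant TCR 2C K166C tagged with TAMRA read by polarization; 0% = receptor in buffer alone and 100% = receptor with positive control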
HTRA1 inhibitor – HTRA1 (human) protease inhibition. recombinant HTRA1, FP-rhodamine activity-based probe, fluorescence polarization. AID 504803. inhibition, % at 5.96 µM. Q92743. 340,000 compounds, 0.5% hits; in the data active = inhibition above about 36%;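 also: 0% = enzyme with DMSO and 100% = wells lacking enzyme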
mABHD4 FP – inhibitors of mouse ABHD4 | Q8VD66 | purified mABHD4, FP-Rh probe fluorescence polarization | inhibition, % at 8.92 µM | 370,000 compounds, 0.54% hits | AID 720543;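 active = inhibition exceeding the mean over every tested compound plus 3 SD, cut at about 30% in these data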;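 also: 0% = plate median of compound wells and 100% = S159A mutant with DMSO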
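Assay system: mouse ABHD4 enzyme, wild type / Also added: fluorescent activity-based probe FP-Rh / Doses: single nominal dose of 8.92 µM, 0.89% DMSO final / Timing: 45 min compound pre-incubation plus 60 min probe step, 25 °C / Signal: FP readout, ex 525 nm / em 598 nm / Control set: S159A mutant/DMSO as 100%, compound-well median as 0%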
TDP2 absorb – blocks human TDP2 phosphodiesterase activity; O95551; recombinant TDP2, T5PNP hydrolysis, p-nitrophenol absorbance 415 nm; inhibition, % at 12.8 µM; 370,000 compounds, 0.34% hits; AID 720702;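 active = inhibition above the mean of all tested compounds plus 3 SD, set per campaign, cut at about 25% in these data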;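 also: 0% = DMSO with enzyme and 100% = buffer with substrate but no TDP2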
Target sequence (O95551 whole entry, looked up): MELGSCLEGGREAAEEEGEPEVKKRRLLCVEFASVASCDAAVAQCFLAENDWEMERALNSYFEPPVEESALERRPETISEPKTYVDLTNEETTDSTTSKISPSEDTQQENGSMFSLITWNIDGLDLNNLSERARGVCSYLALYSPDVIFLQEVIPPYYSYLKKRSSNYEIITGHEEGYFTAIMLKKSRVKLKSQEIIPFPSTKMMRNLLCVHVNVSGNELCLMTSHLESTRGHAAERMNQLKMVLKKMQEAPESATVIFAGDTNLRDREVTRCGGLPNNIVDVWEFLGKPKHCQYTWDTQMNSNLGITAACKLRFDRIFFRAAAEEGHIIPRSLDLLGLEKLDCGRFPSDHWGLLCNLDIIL
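System – recombinant human TDP2 · Quantity – TDP2 enzyme at 120 nM final · Doses – single concentration, 12.8 µM nominal, with 1% DMSO · Incubation – 2 h at 37 °C · Measured by – epi absorbance of p-nitrophenol freed from T5PNP by hydrolysis · Read-out – % inhibition relative to enzyme-containing and enzyme-free wells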
LEDGF integ inh – blocks HIV-1 LEDGF/p75-dependent DNA integration; TR-FRET IN-LEDGF/p75 DNA integration, Eu/Cy5; AID 743269; inhibition, % at 3.7 µM; 370,000 compounds, 0.64% hits;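 active = inhibition above the screen-wide mean plus 3 SD, cut at about 13% in these data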;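 also: signal is the Cy5 over europium emission ratio at 671 and 618 nm; 0% = plate median of compound wells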
NR1D1 modulator – modulators of human Rev-erb alpha DNA binding | AID 1259318 | P20393 | activity, % at 10 µM | 370,000 compounds, 0.79% hits | Rev-erbα–FITC-DNA binding, fluorescence polarization, 90 min;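 active = activity above about 14%, limit read from the data; passing the limit was not always enough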;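 also: 0% = DMSO wells with 35 nM protein and 100% = DMSO wells with 750 nM protein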
Target sequence (P20393 whole entry, looked up): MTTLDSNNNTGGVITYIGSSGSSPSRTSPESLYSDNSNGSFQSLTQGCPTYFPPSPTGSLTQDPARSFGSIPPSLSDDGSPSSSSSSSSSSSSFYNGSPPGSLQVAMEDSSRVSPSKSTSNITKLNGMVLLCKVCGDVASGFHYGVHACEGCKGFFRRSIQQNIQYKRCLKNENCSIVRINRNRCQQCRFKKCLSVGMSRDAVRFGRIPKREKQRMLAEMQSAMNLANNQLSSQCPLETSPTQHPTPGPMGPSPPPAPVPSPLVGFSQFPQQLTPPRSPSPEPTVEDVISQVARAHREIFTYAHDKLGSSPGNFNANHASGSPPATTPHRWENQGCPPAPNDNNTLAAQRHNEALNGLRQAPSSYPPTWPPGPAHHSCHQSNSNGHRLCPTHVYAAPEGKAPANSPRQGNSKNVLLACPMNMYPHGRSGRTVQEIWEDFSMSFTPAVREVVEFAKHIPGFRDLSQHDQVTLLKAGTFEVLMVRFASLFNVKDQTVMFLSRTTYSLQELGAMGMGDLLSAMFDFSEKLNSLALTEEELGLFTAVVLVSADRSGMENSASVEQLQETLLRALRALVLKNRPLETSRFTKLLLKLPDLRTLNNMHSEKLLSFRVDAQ
PG9 Ab binder – binds the HIV-1 gp120 antibody PG9; TR-FRET gp120-PG9 antibody binding; inhibition, % at 6.7 µM; 360,000 compounds, 0.43% hits; in the data active = inhibition above about 8.5%
Starred values were filed as active, the others as inactive; · = no result given. An excerpt; rates above refer to the full screens.

Molecule,SIAE primary,PRMT1 FP inh,rCAG RNA binder,TCR CD3 inh,HTRA1 inhibitor,mABHD4 FP,TDP2 absorb,LEDGF integ inh,NR1D1 modulator,PG9 Ab binder
O=C(CCNc1n[nH]c(=O)[nH]c1=O)N1CCOCC1,-2.6,4.1,3.0,0.2,2.6,3.0,-10.9,-3.8,-1.5,0.7
CC(C)(C)C(=O)Nc1sc2c(c1C#N)CCCCC2,-1.9,0.1,-4.2,-2.3,-2.2,5.7,7.0,-0.4,1.8,-1.1
CCOC(=O)N1CCC(N2C(=O)c3ccc(C(=O)Nc4cccc(OC)c4)cc3C2=O)CC1,-10.0,-0.8,-3.0,5.1,-0.2,-1.0,-8.5,-5.4,17.7,-0.6
O=C(CN1CCN(C(=O)CCC(=O)N2CCC(c3ccccc3)=N2)CC1)Nc1cccc(F)c1,5.9,0.5,-0.5,-5.5,0.3,2.5,4.4,-0.3,1.4,1.9
CCCS(=O)(=O)NC(=O)C1(C)CCCN(C(=O)COCc2ccccc2)C1 (stereo not given),3.7,-1.2,0.8,0.1,·,-4.2,6.4,0.1,8.4,-1.8
CC(C)Oc1cccc(-c2cc(C(=O)NN3CCOCC3)c3ccccc3n2)c1,-5.6,-2.8,-0.4,-8.2,-9.1,-1.3,-6.6,-3.5,-1.7,-2.6
CCOC(=O)c1ccc(NC(=S)N(CCCN(CC)CC)Cc2ccco2)cc1,4.7,-0.6,-2.8,9.4,7.8,1.5,-5.3,-2.0,1.3,1.4
O=C(Nc1ccccn1)C1CCN(S(=O)(=O)c2cccs2)CC1,-2.4,-2.7,-1.6,-2.5,2.3,-5.6,15.9,-2.9,2.1,-2.5
COc1ccc(NC(=O)CNc2cccc(S(=O)(=O)N3CCCCCC3)c2)c([N+](=O)[O-])c1,6.8,1.0,7.0,-8.9,-8.5,5.3,-0.7,-5.5,4.1,0.0
Cc1ccc(CNC(=O)[C@@H](Cc2ccccc2)NC(=O)[C@H]2O[C@@H](n3ccc(N)nc3=O)[C@H](O)[C@@H]2O)o1,17.5*,0.1,4.9,-1.9,·,-1.1,2.2,1.4,-2.4,-0.8
OC(COCc1ccc(Cl)cc1)CN1CCN(c2ccccn2)CC1 (stereo not given),2.7,-1.3,-8.2,3.8,7.3,1.6,7.4,0.2,0.3,-1.4
Cc1[nH]n(-c2ccccc2)c(=O)c1/C=N/N(c1ccccc1)c1ccccc1,3.4,9.9,7.6,-9.2,-1.2,6.8,39.5*,5.0,1.4,-1.5

Complete entries, looked up by structure. Screens in order: SIAE primary, PRMT1 FP inh, rCAG RNA binder, TCR CD3 inh, HTRA1 inhibitor, mABHD4 FP, TDP2 absorb, LEDGF integ inh, NR1D1 modulator, PG9 Ab binder
OC(COCc1ccc(Cl)cc1)CN1CCN(c2ccccn2)CC1 (stereo not given) reads 2.7, -1.3, -8.2, 3.8, 7.3, 1.6, 7.4, 0.2, 0.3, -1.4
O=C(Nc1ccccn1)C1CCN(S(=O)(=O)c2cccs2)CC1 reads -2.4, -2.7, -1.6, -2.5, 2.3, -5.6, 15.9, -2.9, 2.1, -2.5
CCCS(=O)(=O)NC(=O)C1(C)CCCN(C(=O)COCc2ccccc2)C1 (stereo not given) reads 3.7, -1.2, 0.8, 0.1, ·, -4.2, 6.4, 0.1, 8.4, -1.8
Cc1[nH]n(-c2ccccc2)c(=O)c1/C=N/N(c1ccccc1)c1ccccc1 reads 3.4, 9.9, 7.6, -9.2, -1.2, 6.8, 39.5*, 5.0, 1.4, -1.5
CCOC(=O)N1CCC(N2C(=O)c3ccc(C(=O)Nc4cccc(OC)c4)cc3C2=O)CC1 reads -10.0, -0.8, -3.0, 5.1, -0.2, -1.0, -8.5, -5.4, 17.7, -0.6

Following part:
Molecule,SIAE primary,PRMT1 FP inh,rCAG RNA binder,TCR CD3 inh,HTRA1 inhibitor,mABHD4 FP,TDP2 absorb,LEDGF integ inh,NR1D1 modulator,PG9 Ab binder
CC(=O)Oc1ccc(CCC(C)OC(C)=O)cc1 (stereo not given),0.1,-2.6,-3.0,-0.9,13.9,-7.0,-0.1,3.5,·,-1.8
CCc1cccc(C)c1NC(=O)COC(=O)c1c2c(nc3ccccc13)/C(=C\c1cccs1)CCC2,-3.3,-3.0,8.7,8.8,-36.0,-16.6,1.4,1.5,-1.6,-1.4
CCCC[C@H]1C2CC(OC(=O)Nc3cccc(C(F)(F)F)c3)C(C2)[C@H]2CCCCN21 (stereo not given in full),0.9,-1.7,-1.8,·,·,2.1,1.3,-2.3,9.1,·
CCCOc1ccccc1/C=C1\SC(N2CCCCC2)=NC1=O,-0.8,-2.9,-6.0,1.7,-34.4,3.3,-7.3,3.8,-4.2,-3.1
O=c1[nH]c2ccc(NCc3ccccc3OCc3ccc(Cl)cc3)cc2[nH]1,13.1,16.9,1.7,3.3,20.4,28.4,18.0,-4.2,-0.1,0.8
COc1ccccc1NC(=O)N(Cc1ccccc1)c1ccccn1,-3.8,4.6,7.3,1.1,-25.9,-3.9,-9.5,1.2,2.7,4.6
COc1ccc(C(=O)NNC(=O)c2ccc3ccccc3c2O)cc1,13.8,0.0,2.4,37.9*,3.9,6.1,-20.7,-14.9,7.8,-5.0
CCC(CO)Oc1cc(NC(=O)c2ccc(C)cc2)c2ncn(C(C)C)c2c1 (stereo not given),4.1,2.8,-4.6,7.3,-6.3,6.0,8.0,3.3,-7.5,-0.1
CC(=O)Nc1ccc(N2C(=O)CSC2c2ccc(F)cc2)cc1 (stereo not given),-0.4,2.4,-3.0,-6.9,0.4,4.7,-1.2,1.0,-0.3,1.6
CCOc1cc(C2C3=C(CCCC3=O)Nc3nc(C(=O)OC)nn32)ccc1OC (stereo not given),3.3,1.4,1.2,4.7,-0.3,1.6,-4.3,2.5,4.5,-1.6
CCOc1ccc(C(=O)Nc2cc(C)ccn2)cc1,5.0,-2.4,-3.0,-1.0,-1.7,0.3,1.2,-0.1,1.9,-0.1
Nc1nc(Cl)c2ncn(C3OC(CO)C(O)C3O)c2n1 (stereo not given),-3.8,3.2,-1.2,-2.2,-8.6,-5.3,5.3,-2.0,-0.7,2.4

Of the compounds above, three contain a thiophene ring, fused or not:
Molecule,SIAE primary,PRMT1 FP inh,rCAG RNA binder,TCR CD3 inh,HTRA1 inhibitor,mABHD4 FP,TDP2 absorb,LEDGF integ inh,NR1D1 modulator,PG9 Ab binder
CC(C)(C)C(=O)Nc1sc2c(c1C#N)CCCCC2,-1.9,0.1,-4.2,-2.3,-2.2,5.7,7.0,-0.4,1.8,-1.1
O=C(Nc1ccccn1)C1CCN(S(=O)(=O)c2cccs2)CC1,-2.4,-2.7,-1.6,-2.5,2.3,-5.6,15.9,-2.9,2.1,-2.5
CCc1cccc(C)c1NC(=O)COC(=O)c1c2c(nc3ccccc13)/C(=C\c1cccs1)CCC2,-3.3,-3.0,8.7,8.8,-36.0,-16.6,1.4,1.5,-1.6,-1.4

(list continues)
Molecule,SIAE primary,PRMT1 FP inh,rCAG RNA binder,TCR CD3 inh,HTRA1 inhibitor,mABHD4 FP,TDP2 absorb,LEDGF integ inh,NR1D1 modulator,PG9 Ab binder
O=C(CCSCc1ccccc1F)NCc1cccs1,-8.7,-3.9,-4.4,3.1,2.5,1.7,5.4,2.0,2.9,0.3
CC1Cc2cc(-c3csc(NC(=O)Cc4ccccc4)n3)ccc2N1S(C)(=O)=O (stereo not given),-25.9,2.0,8.4,9.1,-37.8,-34.6,9.5,-2.6,0.9,-1.8
CC(=O)N1CCOc2ccc(S(=O)(=O)N3CCC(C(=O)Nc4ccc(C)cc4)CC3)cc21,0.4,8.6,4.8,-5.0,-2.6,-14.1,-15.7,-0.3,-2.7,1.7
CCCCOc1ccc(CSCCN=C(N)N)cc1,-0.8,0.8,12.8,2.4,-6.0,7.8,10.0,-2.7,1.0,-0.5
C#CCn1c(C)cc(C)c(S(=O)(=O)c2ccccc2)c1=O,-0.3,-2.1,-1.4,2.7,2.5,5.2,1.2,6.1,4.0,-1.3
CC(=O)Oc1ccccc1C(=O)Oc1ccc(/C=N/n2cnnc2)cc1,1.3,-0.1,-2.7,-0.4,4.9,0.9,-2.1,-0.6,-5.8,0.3
Cc1ccc2nc(SC(C)C(=O)N3CC(C)OC(C)C3)[nH]c2c1 (stereo not given),4.2,-1.1,-1.0,8.3,2.6,3.5,8.4,-1.7,-6.5,-0.5
Cc1ccc(Nc2nc(C(=O)NCCCN3CCOCC3)cs2)cc1,4.5,-2.9,-2.3,-10.8,3.0,-7.3,-8.8,4.6,-1.8,-2.3
[N-]=[N+]=NC1c2ccccc2C(=O)N1Cc1ccccc1 (stereo not given),-1.2,0.9,-4.0,-10.2,3.9,3.5,5.4,-0.6,-2.2,0.5
CC(/C=C/C=C/c1ccccc1)=N\NC(=O)c1cccnc1,-4.2,5.7,1.0,-4.3,4.8,1.0,2.4,-3.9,-5.2,-7.2
CCOc1ccccc1N1CCN(CC(=O)c2c(N)n(C)c(=O)n(C)c2=O)CC1,6.1,2.1,-6.2,-5.1,1.6,7.2,3.7,-0.9,-4.4,-0.4
CCCCN(CCCC)c1nc(-c2ccncc2)nc2ccccc12,-2.7,-6.3,-0.6,-4.9,3.8,0.8,-3.8,5.6,4.4,-2.7
COc1ccccc1CNC(=O)c1cc(-c2ccccc2)nn1CC1CC(c2cccnc2)=NO1 (stereo not given),0.3,-5.8,-5.3,3.5,-4.1,0.5,-12.8,-0.3,-3.2,0.0
Cc1ccccc1C(=O)N=c1sccn1C,2.9,1.3,0.2,-3.8,-2.8,0.8,-3.9,3.1,-3.7,-2.1
C/C=C/C(=O)OCC(=O)Nc1ccc(SC(F)F)cc1,-0.8,12.8,0.8,5.7,-14.6,3.3,7.5,-1.2,3.4,-0.2
CCCCC(=O)NCCc1ccc(S(N)(=O)=O)cc1,8.9,-2.1,2.6,-1.0,-0.6,1.4,2.2,0.4,-2.1,0.1
COc1ccc(NC(=O)C2Cc3c(-c4ccncc4)ccnc3O2)cc1OC (stereo not given),7.3,-2.9,-0.1,1.6,·,1.1,5.5,-3.7,6.0,0.3
COc1ccc(NC(=O)CN2C(=O)NC(CC(C)C)C2=O)cc1S(=O)(=O)N1CCOCC1 (stereo not given),-0.8,1.2,17.5,4.8,1.0,-4.1,9.8,0.9,-5.0,-2.6
Nc1[nH]c(C(=O)c2ccccc2)c(-c2ccc(Cl)cc2Cl)c1C(=O)c1ccc(Cl)c(Cl)c1,-0.9,4.4,5.6,-9.7,·,-3.7,4.8,-3.1,-0.1,-1.5
COc1cc(-c2nnc(SCC(=O)NN=Cc3c[nH]c4ccccc34)n2-c2ccccc2)cc(OC)c1OC,-0.5,2.4,11.5,·,·,0.3,-3.1,-1.2,4.8,·
Cc1cccnc1NC(=O)c1cccc(S(=O)(=O)N2CCN(c3ccc(F)cc3)CC2)c1,-0.1,-5.0,-3.7,3.9,-3.3,-0.5,9.0,-0.1,-3.9,-2.6
O=[N+]([O-])c1ccc(F)c(N=Cc2ccc(Br)s2)c1,-0.7,-1.9,-3.6,-1.6,0.0,6.0,5.0,-2.8,-2.3,1.0
CNC(=S)N(CCc1c(C)[nH]c2ccc(C)cc12)Cc1cccs1,3.6,-0.6,4.3,-5.5,-14.6,-9.7,-9.3,4.5,0.8,-1.0
